Source: PubChem
TRb SRC2 PPI: qHTS for Inhibitors of the Interaction of Thyroid Hormone Receptor and Steroid Receptor Coregulator 2; Thyroid hormone receptor beta (Homo sapiens), P10828; TRbeta-SRC2 peptide binding, fluorescence polarization; receptor liganded with 1 µM T3; Potency, µM (titrated, usually from 106 µM), for inactives: at the top dose activity change, negative = inhibition, actives largely listed as inhibitors; 0.065% of 280,000 active; AID 1469, 2008;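 also: potency is read from the fitted curve at half-maximal effect; plate controls were bound peptide for no effect and peptide without receptor for full effect; nearly all actives have a fitted effect of over 50% in size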
Target sequence (P10828 whole entry, looked up): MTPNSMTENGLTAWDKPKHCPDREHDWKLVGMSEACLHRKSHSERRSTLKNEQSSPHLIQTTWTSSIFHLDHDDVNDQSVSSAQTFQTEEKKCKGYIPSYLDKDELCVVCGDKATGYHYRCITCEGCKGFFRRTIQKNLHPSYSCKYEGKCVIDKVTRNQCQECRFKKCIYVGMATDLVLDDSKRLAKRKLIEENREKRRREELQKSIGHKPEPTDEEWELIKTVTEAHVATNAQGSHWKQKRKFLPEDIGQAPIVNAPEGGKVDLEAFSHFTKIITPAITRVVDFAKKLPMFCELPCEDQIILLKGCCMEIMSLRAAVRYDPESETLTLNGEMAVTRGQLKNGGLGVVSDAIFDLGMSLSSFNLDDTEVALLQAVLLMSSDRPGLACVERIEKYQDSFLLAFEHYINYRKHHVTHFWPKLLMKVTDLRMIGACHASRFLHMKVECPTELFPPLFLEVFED
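Compounds were added to 0.6 uM TRb ligand-binding domain and 20 nM Texas Red-labeled SRC2 peptide in Tris buffer containing 1 uM T3, incubated 5 hr at ambient temperature, then read by fluorescence polarization.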
aGal spleen mod: qHTS Assay for Inhibitors and Activators of Human alpha-Galactosidase From Spleen Homogenate; Alpha-galactosidase A (Homo sapiens), P06280; human spleen homogenate, 4MU-alpha-Gal fluorescence, 40 min; Potency, µM (titrated, usually from 80 µM), for the others: top-dose activity change, negative = inhibition, hits mostly inhibitors; 0.008% of 240,000 active;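 also: potency is read from the fitted curve at half-maximal effect; 0% = enzyme with vehicle and -100% = no enzyme basal signal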
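Human spleen homogenate (1 ug) was the enzyme source, with 4-methylumbelliferyl-alpha-D-galactopyranoside (1 mM final) in pH 5.0 citrate buffer with 0.01% Tween-20. Compounds were titrated; after 40 min at 37C, NaOH/glycine stop, 4-MU fluorescence read; AC50 from Hill fits.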
Tau fluor counter: Counterscreen qHTS for Inhibitors of Tau Fibril Formation, Fluorescence Polarization; tau K18 P301L (four-repeat tau fragment) Alexa594 fluorescence, heparin fibrillization; 0.93% of 280,000 active; Potency, µM (series often up to 57.7 µM), inactives show top-dose activity change, negative = decrease; also: potency is read from the fitted curve at half-maximal effect; % is scaled to controls: 0 for no effect and ±100 for the full control effect; nearly all actives have a fitted effect of over 55% in size
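Human K18 P301L tau (15 uM unlabeled plus 0.24 uM Alexa 594-labeled, final) in 100 mM sodium acetate pH 7 was mixed with compound and 20 uM heparin and incubated 6 hr at 37 C.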
NPSR antag: qHTS Assay for Antagonists of the Neuropeptide S Receptor: cAMP Signal Transduction; Q6W5P4; 1% of 220,000 active; Potency, µM (series often up to 38.3 µM), for inactives: top-dose activity change, negative = inhibition, actives largely listed as inhibitors; CHO-NPSR cells, cAMP TR-FRET, antagonist mode; also: potency is read from the fitted curve at half-maximal effect; % is scaled to controls: 0 for no effect and ±100 for the full control effect; nearly all actives have a fitted effect of over 50% in size; many of its hits are not listed in these tables
Target sequence (Q6W5P4 whole entry, looked up): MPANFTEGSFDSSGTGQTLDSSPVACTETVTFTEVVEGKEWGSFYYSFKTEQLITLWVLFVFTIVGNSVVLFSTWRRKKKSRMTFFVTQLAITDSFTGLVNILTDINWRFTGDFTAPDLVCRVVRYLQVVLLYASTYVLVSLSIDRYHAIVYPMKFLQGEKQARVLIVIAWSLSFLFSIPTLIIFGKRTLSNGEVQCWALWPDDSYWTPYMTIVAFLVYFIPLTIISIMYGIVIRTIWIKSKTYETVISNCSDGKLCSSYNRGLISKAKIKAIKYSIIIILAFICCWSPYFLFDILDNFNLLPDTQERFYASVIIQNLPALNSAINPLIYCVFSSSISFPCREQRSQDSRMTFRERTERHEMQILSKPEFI
Tau fibril FP: qHTS for Inhibitors of Tau Fibril Formation, Fluorescence Polarization | K18 P301L tau heparin fibrillization, Alexa594 FP, 6 h | Potency, µM (highest dose often 57.7 µM), without a hit: at the highest dose activity, negative = inhibition, most hits filed as inhibitors | AID 1468, 2008 | 0.39% of 280,000 active; also: potency is read from the fitted curve at half-maximal effect; % is scaled to controls: 0 for no effect and ±100 for the full control effect; nearly all actives have a fitted effect of over 55% in size
Target sequence (P10636 561-689 P618L limits assumed): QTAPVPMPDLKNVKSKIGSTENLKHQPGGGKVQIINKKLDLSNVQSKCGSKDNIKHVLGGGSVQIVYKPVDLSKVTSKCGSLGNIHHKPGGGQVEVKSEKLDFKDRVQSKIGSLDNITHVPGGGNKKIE
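Read-out: fluorescence polarization of Alexa 594-labeled tau (0.24 uM), 555 nm excitation, 632 nm emission. Mixtures held 15 uM unlabeled K18 P301L, compound and 20 uM heparin, pH 7 acetate buffer, incubated 6 hr at 37 C.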
Epigenetic derep: Quantitative High-Throughput Screen for Regulators of Epigenetic Control; murine LDR cells, GFP reporter derepression, 30 h; Potency, µM (series often up to 53.9 µM), for the others: at the top dose GFP activation, hits mostly activators; 0.2% of 280,000 active; AID 1865, 2009; also: potency is read from the fitted curve at half-maximal effect; % of control where 0% means no effect; nearly all actives have a fitted effect of over 60% in size
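Reporter derepression read as number of fluorescent GFP-positive objects, 20-120 um in size, counted by laser-scanning cytometer. Mouse LDR line with an epigenetically silenced CMV-GFP locus; compound incubation 30 h, 37 C.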
TR SRC2 fluor cs: Total Fluorescence Counterscreen for Inhibitors of the Interaction of Thyroid Hormone Receptor and Steroid Receptor Coregulator 2; TRb/SRC2 Texas Red total fluorescence interference; 0.29% of 280,000 active; Potency, µM (series often up to 106 µM), for inactives: at the top dose fluorescence change, negative = quenching; active = well fitted curve in either direction with a large enough effect; inconclusive = small, poorly fitted or top-dose-only effect; also: potency is read from the fitted curve at half-maximal effect; % is scaled to controls: 0 for no effect and ±100 for the full control effect
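Human TRβ ligand-binding domain (0.6 uM) and Texas Red SRC2 peptide (20 nM) in Tris buffer with 1 uM T3 and 5% DMSO were incubated with pinned compound for 5 hr at ambient temperature. Total fluorescence was computed as S + 2P (555/632 nm).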
CBFb RUNX1 block: qHTS Assay for Compounds Blocking the Interaction Between CBF-beta and RUNX1 for the Treatment of Acute Myeloid Leukemia | Runt-related transcription factor 1 (Homo sapiens) + Core-binding factor subunit beta … | AlphaScreen CBFb-His/RUNX1-biotin binding, biochemical | Potency, µM (titrated, usually from 59.8 µM), for the others: top-dose activity, negative = inhibition, usual class: inhibitors | 230,000 tested, under 10 active; also: % of control where 0% means no effect
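His-tagged CBF-beta and biotinylated RUNX1 (30 nM each) were premixed 20 min at room temperature, exposed to compound for 15 min, then given nickel-chelate and streptavidin AlphaScreen beads (50 ng each). After 90 min, AlphaScreen signal was read.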
The depositor's hits bear a star; ? = inconclusive; . = no result given; & = joins results of further samples; [ ] = another dose, or the depositor's remark. Unless noted, calls follow the shape of the dose curve; as a rule, active = well fitted curve in the direction sought with a large enough effect; inconclusive = small, poorly fitted or top-dose-only effect, or another doubt; inactive = no such curve, though single readings can be large; an effect the other way counts as inactive or inconclusive. The list is partial. The share of hits here may be higher or lower than overall.

SMILES	TRb SRC2 PPI	aGal spleen mod	Tau fluor counter	NPSR antag	Tau fibril FP	Epigenetic derep	TR SRC2 fluor cs	CBFb RUNX1 block
O=C(Nc1ccccc1OC(F)F)c1oc2ccccc2c1COc1ccccc1	-1%	-5%	-12%	11%	?	0.0%	5%	-3%
O=C(CN(C(=O)Cn1nnc(-c2ccc(F)cc2)n1)C1CCCC1)NC1CCCC1	-2%	7%	-5%	0%[46.1 µM]	-3%	-0.2%	-10%	8%
COc1ccc2cc(-c3[nH]ncc3CN3CCCN(c4ccccc4)CC3)ccc2c1	0%	-3%	?	32%	3%	0.5%	-2%	?
COc1cc(-c2c(C#N)c(N)nc(SCc3ccncc3)c2C#N)cc(OC)c1OC	2%	-1%	?	?	-11%	-5.4%	4%	2%
CSCCC(N=Cc1c(O)n(-c2ccc(F)cc2)c(=O)[nH]c1=O)C(=O)O (stereo not given)	7%	-3%	2%	-24%[46.1 µM]	-2%	8.8%	-1%	2%
Cc1ccc(S(=O)(=O)NC(=O)Nc2cccc(C)n2)cc1	-3%	-7%	-4%	-7%	-9%	0.0%	-2%	-1%
CC1(C)OC(=O)C(=NNc2ccccc2)C(=O)O1	-4%	-18%	-5%	6%	2%	-1.0%	1%	-9%
Cc1ccccc1Nc1cc(C(=O)NC2CCC(C)CC2)c2ccccc2n1 (stereo not given)	2%	.	-9%	.	1%	4.7%	-1%	.
COc1cc(C=O)ccc1OC(=O)c1ccc(C(C)C)cc1	1%	-4%	7%	-11%	3%	-1.4%	-2%	?
CCOC(=O)c1sc2nc(C(C)C)c3c(c2c1N)CCC3	3%	9%	-27%	-8%	6%	-1.1%	8%	5%
COc1ccccc1NCc1nnc2n1CCCCC2	-3%	.	-8%	.	-7%	-1.1%	-6%	.
COc1cc2cc(CN(C(=O)Nc3ccccc3)C3CCCC3)c(=O)[nH]c2cc1OC	-5%	-16%	-11%	-10%[46.1 µM]	-1%	-2.7%	1%	7%
CCn1cc(S(=O)(=O)c2cccc(C)c2)c(=O)c2cc(F)c(N3CCCCC3C)cc21 (stereo not given)	2%	.	-14%	.	-5%	-1.2%	0%	.
CCCOc1c(OC)cccc1C1CC(=O)Nc2cc(OC)c(OC)c(OC)c21 (stereo not given)	-6%	-4%	-2%	-19%[46.1 µM]	1%	1.6%	-3%	-2%
O=c1c2[nH]c3ccc(F)cc3c2ncn1CCCN1CCOCC1	4%	3%	8%	-9%[46.1 µM]	4%	2.8%	2%	6%
Cc1cc2ccccc2n1CCNC(=O)Cc1cccc2ccccc12	-30%	5%	-8%	?	?	-0.9%	-1%	-24%
Cc1cccc(NC(=O)N2CCC(n3c(C)nc4cccnc43)CC2)c1	-3%	.	4%	.	1%	?	0%	.
Cc1cc(C)n2nc(CC#N)c(C#N)c2n1	-2%	8%	6%	16%	3%	2.4%	-1%	-11%
COc1ccc2c(c1)c1c(c(=O)n(-c3ccc(C)cc3)c(=O)n1CC(=O)NCc1ccc(C)cc1)n2C	4%	.	12%	.	1%	2.4%	0%	.
CC(=O)c1c(C)[nH]c(C(=O)OCn2nnc3ccccc3c2=O)c1C	-7%	-4%	1%	-13%[46.1 µM]	0%	10%	0%	2%
Cc1ccc(Nc2c(-c3ccc(N(C)C)cc3)nc3ccccn23)cc1	1%	.	-26%	.	?	6.0%	-1%	.
CN(C)c1ccc2c(c1)Sc1cc(N(C)C)ccc1N2C(=O)c1ccccc1	4%	1%	-29%	12%[7.67 µM]	12%	-1.4%	0%	-8%
CN1CCN(C(=O)Cn2c(=O)oc3cc(S(=O)(=O)NCc4ccccc4)ccc32)CC1	-6%	2%	-6%	-7%[46.1 µM]	6%	0.8%	-1%	-5%
COC(=O)c1cc(NS(=O)(=O)c2ccc(NC(C)=O)cc2)cc(C(=O)OC)c1	5%	-4%	-1%	-6%[46.1 µM]	-7%	-1.1%	-5%	1%
COc1ccccc1C(=O)NNC(=O)CCCN1C(=O)/C(=C/c2cccs2)SC1=S	?	3%	11%	13%	5%	-0.1%	?	-6%

Following part:
SMILES	TRb SRC2 PPI	aGal spleen mod	Tau fluor counter	NPSR antag	Tau fibril FP	Epigenetic derep	TR SRC2 fluor cs	CBFb RUNX1 block
CCCNc1ccc(-c2nc(-c3ccncc3)no2)cc1[N+](=O)[O-]	7%	.	2%	.	-5%	1.0%	-3%	.
O=C(Nc1cccc(C(F)(F)F)c1)Nc1ccc2snnc2c1	4%	.	?	.	18µM*	-0.6%	-2%	.
COc1ccc(C(=O)n2ncc(C#N)c2N)cc1	5%	3%	-3%	27%	1%	2.5%	0%	6%
C/C=C(\C)CN1CCN(c2cc(C)ccc2C)CC1	-7%	11%	-3%	-15%[46.1 µM]	5%	-1.6%	-3%	-7%
CN(C)CCNC(NC(=O)c1cccs1)C(Cl)(Cl)Cl (stereo not given)	3%	6%	-10%	12%	-9%	-1.0%	-1%	1%
CCOC(=O)c1ccc(OC(=O)CCCCCN=C(N)N)cc1	-5%	2%	-18%	.	-4%	-1.1%	0%	4%&-13%[21.7 µM]
COC(=O)COc1ccc(/C=C2/NC(=O)N(CC(=O)OC)C2=O)cc1	-1%	6%	-12%	-27%	-8%	-0.3%	0%	-7%
COc1ccccc1N(C)S(=O)(=O)c1ccc(C(=O)O)cc1	-6%	1%	2%	5%	4%	-0.3%	-3%	11%
Cc1cc2nc(Cl)c(Cl)nc2cc1C	2%	-8%	-16%	-1%	7%	0.0%	-2%	6%
CCOC(=O)Cn1nc(C)c(NC(=O)COc2ccc(OC)cc2)c1C	14%&4%	9%	8%&-5%	15%	5%&-6%	0.0%&-0.2%	-2%&4%	7%
O=C(NCCC1=CCCCC1)c1ccc(Cl)c([N+](=O)[O-])c1	-1%	-6%	?	-10%	5%	0.0%	1%	8%
CC(NC(=O)CCc1nnc(-c2ccc(-c3ccccc3)cc2)o1)c1nc2ccccc2[nH]1 (stereo not given)	0%	1%	?	-2%	-6%	-1.0%	-1%	-10%
O=C(OCc1ccc(Cl)cc1Cl)c1ccncc1	-8%	2%	-3%	-3%[46.1 µM]	-3%	2.9%	-3%	1%
COc1ccc(CCNC(=O)COc2ccc(N(C)S(=O)(=O)c3ccc(C)cc3)cc2)cc1OC	2%	6%	-21%	-31%	1%	0.9%	-4%	-3%
CCn1c2c(c(=N)c3c1CCC3)CCCC2	-1%	-15%	-3%	6%	3%	0.0%	-4%	-2%
CC1CC(C)CN(S(=O)(=O)c2cccc3cccnc23)C1 (stereo not given)	0%	10%	-2%	2%[46.1 µM]	6%	1.9%	-2%	-2%
Cc1cc(OCCCC(=O)NCCN2C(=O)S/C(=C\c3cccnc3)C2=O)ccc1Cl	1%	6%	-14%	19%	-11%	1.0%	-11%	-4%
O=C(OCCCN=C1NS(=O)(=O)c2ccccc21)c1cccs1	-6%	-1%	2%	-1%	4%	1.1%	-3%	6%
CC(=O)Nc1sc2c(c1C#N)CCCCC2	1%	-6%	-8%	3%[46.1 µM]	6%	3.5%	-7%	-20%
Oc1ccc(N=Nc2n[nH]c(-c3ccc(Cl)cc3)n2)cc1	9%	-10%	?	-13%[46.1 µM]	4%	-3.1%	-17%	-21%
CCCNCC(O)Cn1c2ccccc2n2c(=O)cc(C)c(C#N)c12 (stereo not given)	-24%[53 µM]	-4%	4%	-16%[46.1 µM]	5%	0.0%	-87%[53 µM]	-7%
CCOC(=O)c1ccc(NS(=O)(=O)c2ccc3[nH]c(=O)[nH]c3c2)cc1	-12%	-4%	-6%	-7%[46.1 µM]	-6%	0.0%	0%	8%
O=C(CN1C(=O)CCS(=O)(=O)c2ccccc21)Nc1cccc(F)c1	-9%	3%	1%	-2%[46.1 µM]	-4%	-0.7%	2%	0%
COC(=O)c1ccc(C2/C(=C(\O)c3cccc(OC)c3)C(=O)C(=O)N2CCCN(C)C)cc1 (stereo not given)	-5%	-3%	2%	9%	4%	-3.2%	-2%	8%
CCc1ccc(CNC(=O)c2ccc3nc(SCc4ccc(F)cc4)n(C)c3c2)cc1	5%	.	-27%	.	-9%	0.0%	8%	.
O=C1CCCc2nc(N3CCc4ccccc43)ncc21	4%	-1%	-14%	9%[46.1 µM]	-8%	-0.7%	2%	4%
COc1cc(C(=O)NC(CCSC)C(=O)OCC(=O)C(C)(C)C)cc(OC)c1OC (stereo not given)	-3%	1%	-7%	-1%	0%	-1.5%	-3%	3%
O=C(Oc1cccnc1)c1ccco1	-1%	-2%	-1%	-6%[46.1 µM]	-5%	0.0%	-1%	1%
CCO[C@@H]1OC(C(=O)NCc2ccccc2)=C[C@H](c2ccc(C(F)(F)F)cc2)[C@H]1CCCO	4%	-1%	-7%	?	14%	-0.5%	-3%	1%
CCc1ccc(NC(=O)CSc2nc3ccccc3c(=O)n2CCCN2CCC(C)CC2)cc1	3%	0%	-5%	?	6%	-1.1%	-4%	0%

Arranged by molecular weight (lowest first): part of the list above
SMILES	TRb SRC2 PPI	aGal spleen mod	Tau fluor counter	NPSR antag	Tau fibril FP	Epigenetic derep	TR SRC2 fluor cs	CBFb RUNX1 block
CCOC(=O)c1ccc(OC(=O)CCCCCN=C(N)N)cc1	-5%	2%	-18%	.	-4%	-1.1%	0%	4%&-13%[21.7 µM]
CN(C)CCNC(NC(=O)c1cccs1)C(Cl)(Cl)Cl (stereo not given)	3%	6%	-10%	12%	-9%	-1.0%	-1%	1%
CCOC(=O)Cn1nc(C)c(NC(=O)COc2ccc(OC)cc2)c1C	14%&4%	9%	8%&-5%	15%	5%&-6%	0.0%&-0.2%	-2%&4%	7%
O=C(CN1C(=O)CCS(=O)(=O)c2ccccc21)Nc1cccc(F)c1	-9%	3%	1%	-2%[46.1 µM]	-4%	-0.7%	2%	0%
